Source: PubChem BioAssay (National Center for Advancing Translational Sciences (NCATS))
HCMV antiviral: blocks human cytomegalovirus replication; activity change, negative = inhibition, % at 57.5 µM; actives 4.5% (n = 410,000); HFF cells, HCMV-luciferase reporter, 72 h; active compounds read low; in the data active = activity change below about -60%; inconclusive = no clear call, values can overlap the other calls; inactive = above about -39%
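HFF cells seeded 16 h at 37C, treated with compounds, infected with luciferase-reporter HCMV at MOI 1 PFU/cell; luciferase read at 72 h post infection, normalized to buffer-only and Salinomycin controls.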
Sm TGR inh: inhibitors of Schistosoma mansoni thioredoxin glutathione reductase; AID 485364; Q962Y6; purified TGR, DTNB reduction, TNB absorbance 405 nm; actives 3% (n = 360,000); Potency, µM (highest dose often 114 µM), without a hit: at the highest dose activity change, negative = inhibition, most hits filed as inhibitors; also: potency is read from the fitted curve at half-maximal effect; nearly all actives have a fitted effect of over 60% in size
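TGR 20 nM + NADPH 100 uM (dispensed conc.), cpd preinc 15 min RT; start with NADPH (500 uM addition) then DTNB (15 mM addition). Kinetic TNB absorbance, 405 nm filter. Four-parameter Hill fit across titration.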
TbPYK inhibitor: T. brucei pyruvate kinase inhibition; TbPYK enzyme, Kinase-Glo Plus ATP luminescence, 45 min; Q57TT1; actives 0.12% (n = 410,000); Potency, µM (highest dose often 76.8 µM), for inactives: top-dose activity, negative = inhibition, actives largely listed as inhibitors; also: potency is read from the fitted curve at half-maximal effect; nearly all actives have a fitted effect of over 50% in size
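T. brucei PYK with substrate was exposed to pin-transferred compounds across a concentration series, then started with 130 uM ADP (final). After 45 min at room temperature, Kinase-Glo Plus luminescence was read, normalized and curve-fitted.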
AmpC detergent: blocks E. coli AmpC beta-lactamase in detergent assay; P00811; AmpC hydrolysis of nitrocefin, absorbance 480 nm, 0.01% Triton; Potency, µM (series often up to 114 µM), for the others: at the top dose activity change, negative = inhibition, usual class: inhibitors; actives 0.041% (n = 370,000); AID 485294;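 also: potency is read from the fitted curve at half-maximal effect; 0% = no-compound wells and -100% = no-enzyme wells; nearly all actives have a fitted effect of over 25% in size; some results filed as inactive show a strong effect at the top dose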
Target sequence (P00811 whole entry, looked up): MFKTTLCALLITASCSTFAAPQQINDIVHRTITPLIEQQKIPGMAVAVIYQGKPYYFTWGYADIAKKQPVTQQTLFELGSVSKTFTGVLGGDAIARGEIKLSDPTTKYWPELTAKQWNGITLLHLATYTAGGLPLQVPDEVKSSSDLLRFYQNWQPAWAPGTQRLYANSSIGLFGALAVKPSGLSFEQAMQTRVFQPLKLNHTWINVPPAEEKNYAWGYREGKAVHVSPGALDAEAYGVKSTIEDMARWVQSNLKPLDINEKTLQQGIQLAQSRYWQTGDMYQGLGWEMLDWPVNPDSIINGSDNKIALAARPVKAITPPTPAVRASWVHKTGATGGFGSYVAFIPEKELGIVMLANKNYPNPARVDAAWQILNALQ
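20 mM phosphate pH 7.0 + 0.01% (detergent screen) or 0.0001% Triton X-100; 5.3 nM AmpC reagent; cpd preinc 15 min RT; nitrocefin (800 uM stock) to start; A480 q20 s × 4 min; Activity was normalised to no-enzyme and no-compound control wells.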
AMA1 RON2 block: AMA1-RON2 (P. falciparum) interaction inhibition | Potency, µM (doses to about 58.2 µM), without a hit: at the highest dose activity change, negative = inhibition, usual class: inhibitors | actives 0.2% (n = 360,000) | AlphaScreen AMA1-biotinylated RON2 peptide binding;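 also: potency is read from the fitted curve at half-maximal effect; 0% = vehicle wells and -100% = peptide control; nearly all actives have a fitted effect of over 45% in size; some results filed as inactive show a strong effect at the top dose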
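AMA1 (3D7) with his tag at 25 nM final met compounds first, then biotinylated RON2 peptide at 25 nM; detection used donor plus acceptor beads, 10 µg/mL apiece, read by AlphaScreen after 30 min at room temperature.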
LmPK inhibitor: blocks Leishmania mexicana pyruvate kinase activity; Q27686; purified LmPK, Kinase-Glo ATP luminescence, 1 h; Potency, µM (series often up to 57.5 µM), for inactives: top-dose activity change, negative = inhibition, most hits filed as inhibitors; actives 0.37% (n = 290,000); also: potency is read from the fitted curve at half-maximal effect
Target sequence (Q27686 whole entry, looked up): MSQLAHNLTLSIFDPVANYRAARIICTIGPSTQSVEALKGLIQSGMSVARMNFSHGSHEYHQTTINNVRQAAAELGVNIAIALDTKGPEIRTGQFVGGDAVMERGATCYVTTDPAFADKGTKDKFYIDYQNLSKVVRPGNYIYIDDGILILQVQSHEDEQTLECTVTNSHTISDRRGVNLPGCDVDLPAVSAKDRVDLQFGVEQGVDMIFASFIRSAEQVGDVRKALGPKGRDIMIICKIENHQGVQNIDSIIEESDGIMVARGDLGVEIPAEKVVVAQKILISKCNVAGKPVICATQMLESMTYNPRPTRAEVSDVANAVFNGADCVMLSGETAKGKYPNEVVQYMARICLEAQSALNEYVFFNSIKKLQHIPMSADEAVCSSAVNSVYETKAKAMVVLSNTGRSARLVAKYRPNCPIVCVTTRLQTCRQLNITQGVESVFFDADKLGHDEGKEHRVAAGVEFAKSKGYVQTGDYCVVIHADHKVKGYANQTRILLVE
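Pyruvate kinase activity monitored as ATP production (luciferase luminescence). Conditions: 0.1 nM enzyme, 0.5 mM PEP, 0.1 mM ADP, 1 h, RT; normalized against uninhibited and no-enzyme wells.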
AmpC no deterg: blocks E. coli AmpC beta-lactamase in detergent-free assay | P00811 | AmpC nitrocefin hydrolysis, absorbance 480 nm, 0.0001% Triton | Potency, µM (series often up to 57.1 µM), for the others: at the highest dose activity change, negative = inhibition, hits mostly inhibitors | actives 0.52% (n = 330,000);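 also: potency is read from the fitted curve at half-maximal effect; plate controls were no compound for no effect and no enzyme for full effect; nearly all actives have a fitted effect of over 20% in size; some results filed as inactive show a strong effect at the top dose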
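20 mM phosphate pH 7.0 + 0.01% (detergent screen) or 0.0001% Triton X-100; 5.3 nM AmpC reagent; cpd preinc 15 min RT; nitrocefin (800 uM stock) to start; A480 q20 s × 4 min; Activity was normalised to no-enzyme and no-compound control wells.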
An asterisk follows results filed as active; u = inconclusive; x = no result given; & = joins results of further samples; [ ] = remark or other dose. Unless noted, calls follow the shape of the dose curve; as a rule, active = well fitted curve in the direction sought with a large enough effect; inconclusive = small, poorly fitted or top-dose-only effect, or another doubt; inactive = no such curve, though single readings can be large; an effect the other way counts as inactive or inconclusive. Unless noted, % is scaled to controls: 0 for no effect and ±100 for the full control effect.

SMILES	HCMV antiviral	Sm TGR inh	TbPYK inhibitor	AmpC detergent	AMA1 RON2 block	LmPK inhibitor	AmpC no deterg
CC(C)c1ccc(C2Sc3ccccc3NC3=C2C(=O)c2ccccc23)cc1 (centres undefined)	-100*	1%	-4%	7%	x	x	x
Cc1ccc(S(=O)(=O)N2CCN(C(=O)COC(=O)CSc3ccc(C)c(C)c3)CC2)c(C)c1	2	0%	0%	u	-5%	x	10%
O=C(CN1C(=O)c2ccccc2C1=O)Nc1cccc(Cl)c1	18	-15%	-10%	u	7%	-1%	-47%
CS(=O)(=O)c1ccccc1C(=O)Nc1cc(Cl)ccc1-n1cncn1	10	-3%	-2%	u	23%	x	-9%
c1cn2cc(CSC3CCCCC3)nc2s1	18	-14%	-1%	1%	1%	-6%	-5%
CNC(=O)c1cccc(NC(=O)c2cc(-c3ccccc3)nc3c2cnn3C(C)C)c1	-8	-5%	-2%	-4%	-6%	x	93%[activator]
COc1ccc(Cl)cc1N(C(=O)c1ccco1)C(C(=O)NC1CCCC1)c1ccco1 (centres undefined)	-6	-3%	-1%	5%	10%	-5%	0%
O=C(NCCN1CCOCC1)/C(=C\c1ccc(Br)cc1)NC(=O)c1cccs1	-4	-4%	1%	-5%	6%	2%	-15%
S=C(NCCc1c[nH]c2ccccc12)NC1CCCC1	-2	13%	-2%	-11%	u	4%	-12%
Cc1ccccc1NC(=O)CN1C(=O)N/C(=C\c2ccccc2OCc2ccc(C(=O)O)cc2)C1=O	53	-10%	-1%	-12%	-28%	7%	u
CCN(CC)c1nc(C)c(C(=S)Nc2cc([N+](=O)[O-])ccc2Cl)s1	u	31%	-9%	-7%	4%	1%	-15%
CCC(C)C(NC(=O)c1ccccc1)C(=O)N1CCN(C(=O)c2ccccc2)CC1 (centres undefined)	16	x	6%	x	0%	x	x
CCC(c1nnnn1Cc1ccc(F)cc1)N1CCN(C2CCCCC2)CC1 (centres undefined)	15	-2%	-6%	u	2%	-3%	-17%
N#CCCN(C(=S)Nc1ccc(Cl)c(Cl)c1)C1CCCCC1	0	x	-12%	x	31%[activator]	x	x
O=C(Cn1c2ccccc2c2nc3n(c(=O)c21)CCS3)Nc1ccccc1	6	2%	5%	-4%	-5%	10%	-15%
CCCn1nnnc1NCc1ccccc1F	-10	-30%	-1%	-11%	-7%	-5%	-7%
O=C(Cc1ccc(NC(=O)C2CCN(C(=O)C3CCCCC3)CC2)cc1)Nc1cccc(C(=O)N2CCCCC2)c1	32	x	0%	x	-2%	x	x
CS(=O)(=O)N1CCC(Oc2ccccc2C(=O)NC(C2CC2)C2CC2)CC1	16	40%[activator]	-6%	-3%	-6%	5%	-3%
O=C(Nc1cc(S(=O)(=O)N2CCOCC2)ccc1N1CCOCC1)c1cc2c(s1)CCC2	u	-25%	-2%	-5%	-6%	-1%	88%[activator]
COc1ccc(N(C(C)C(=O)N/N=C/c2cc(Br)c(C)o2)S(C)(=O)=O)cc1 (centres undefined)	-18	x	-2%	-8%	23%	3%	-13%
Cc1ccccc1N=C(c1ccccc1)C1C(=O)c2ccccc2C1=O	17	x	-1%	x	u	x	x
CC(C)c1cc(C(C)C)c(S(=O)(=O)NC(c2ccccn2)C23CC2C3)c(C(C)C)c1 (centres undefined)	-3	x	-13%	x	86%[activator]	x	x
O=C(COC(=O)c1ccc(Br)o1)Nc1ccc(F)cc1[N+](=O)[O-]	-17	x	2%	x	-13%	x	-32%
O=C(CCCCCn1c(=O)[nH]c2ccsc2c1=O)N1CCCCC1	53	2%	-1%	u	-3%	-1%	-14%
COc1ccc(OC)cc1	0	x	3%	x	8%	x	-10%
O=C1c2ccccc2C(=O)C1c1ccc2ccccc2n1	-30	-4%	1%	-4%	2%	14µM*	-10%
Cc1nc(NS(=O)(=O)c2ccccc2)sc1C(=O)NNS(=O)(=O)c1ccccc1	-5	-3%	-18%	u	12%	1%	-50%
O=[N+]([O-])c1ccc(S(=O)(=O)Nc2nnc(C3CCCCC3)s2)cc1	-20	-13%	0%	-4%	-16%	6%	-30%
O=C(O)c1ccc(C(=O)c2cc([N+](=O)[O-])cc([N+](=O)[O-])c2)cc1	4	x	15%	x	-11%	x	x
S=C(NCc1ccc2c(c1)OCO2)NCc1ccc2c(c1)OCO2	-38	-1%	1%	u	-11%	0%	-26%
CCN(c1ccccc1)S(=O)(=O)c1ccc(Cl)c(NC(=O)COC(=O)c2cccc(OC)c2O)c1	-1	-24%	5%	-2%	-15%	0%	-53%
Oc1ccc(-[n+]2c(-c3ccccc3)cc(-c3ccccc3)cc2-c2ccccc2)cc1	-97*	-2%	0%	u	-12%	x	32%
CCN(CC)CCNC(=O)CCc1c(C)nc2c(c(C)nn2-c2ccc(C)cc2)c1C	-93*	1%	-4%	-1%	7%	-1%	166%[activator]
N#Cc1c(N2CCCC2)nsc1-c1ccccc1	x	-2%	5%	-8%	79%[activator]	1%	-12%
O=C(COC(=O)/C=C/c1cccc([N+](=O)[O-])c1)Nc1cccnc1Cl	-18	x	-2%	x	11%	x	-15%
O=C(Nc1nnc(C2=COCCO2)o1)c1ccc(Br)cc1	36	-4%	x	-4%	x	2%	-33%
COc1cc(S(=O)(=O)Nc2cccc(C)c2)ccc1NC(=O)c1ccncc1	1	-1%	0%	-5%	6%[2.32 µM]	2%	-5%
Cc1ccc(NC(=O)N2CCN3CCCCC3C2)cc1F (centres undefined)	15	2%	5%	16%	x	x	x
CCOC(=O)C1=NNC(=O)C1	-16	x	-2%	x	17%	x	x
CCn1c(O)c(/C=C2\C=NN=C2c2ccc(C)cc2)sc1=S	-9	0%	-15%	-7%	-18%	-1%	-14%
O=C(CN1CCCCCC1)N/N=C/c1ccc(Cl)c(Cl)c1	-26	0%	4%	4%	5%[11.6 µM]	-4%	1%
CCn1ncc(NC(=O)Nc2cccc(C(F)(F)F)c2)c1C(N)=O	17	2%	-28%	-6%	9%	4%	x
O=[N+]([O-])c1ccccc1/C=N/N1CCN(Cc2ccccc2)CC1	1	12%	-1%	-10%	28µM*	4%	0%
O=C(CCC1CCCC1)Nc1ccc(OCC(=O)N2CCOCC2)cc1	81	-18%	9%	1%	-5%	-1%	-13%
CN(C)C(=O)Oc1ccc(NC(=O)N2CCOCC2)cc1	90	-9%	-3%	-3%	-2%	-4%	-6%
CCOC(=O)c1sc(N)c(C#N)c1CSc1nnc(C2CC2)n1N	-30	1%	1%	-12%	35%[activator]	-2%	-18%
CN(C)CCCOc1ccc(-c2ccc3nncn3c2)cn1	-9	x	3%	x	0%	x	x
O=C(ON=C1CCN(S(=O)(=O)c2ccccc2)CC1)c1cccc(Cl)c1	22	0%	-1%	u	-11%	0%	14%
O=S(=O)(c1ccc(Cl)nc1)N1CCN(Cc2ccc3c(c2)OCO3)CC1	-11	-13%	2%	-9%	10%	2%	-16%
CCOC(=O)N1CCc2c(sc3c2c(=O)n(Cc2ccccc2)c(=O)n3Cc2cccc(Cl)c2)C1	10	1%	2%	6%	x	x	x
Cc1cc(=O)oc2cc(OCC(=O)N3CCN(c4ccc(F)cc4)CC3)c(Cl)cc12	9	1%	-1%	-2%	0%	8%	-8%
COc1ccc(-c2cc3ccc(OCC(C)=O)cc3oc2=O)cc1	72	2%	1%	5%	-6%	1%	1%
CCn1cc(C(=O)N2CCCC(CO)(Cc3ccccc3C)C2)cn1 (centres undefined)	8	4%	-6%	-8%	-8%	1%	16%
CCOC(=O)c1sc(NC(=O)C2CCC2)cc1C	-31	-1%	1%	-12%	0%	-7%	-20%[11.4 µM]
CN1CCN(C(=O)/C(=C/c2cn(C)c3ccccc23)NC(=O)c2ccccc2)CC1	-15	-2%	1%	2%	-6%	0%	42%
COc1ccccc1NC(=O)c1oc2ccccc2c1C	25	x	-1%	x	38%[activator]	x	x
Cc1ccc(S(=O)(=O)C2(C(=O)Nc3nccs3)CC2)cc1	-79*	0%	1%	u	29%	-3%	2%
CCOC(=O)C1CCCN(S(=O)(=O)c2cc(Br)cc3c2N(C(C)=O)CC3)C1 (centres undefined)	u	-3%&-1%	0%&3%	-12%&1%	4%	9%	132%[activator]
CCNC(=S)N1CCN(CCN=CC2=C(O)CC(C)(C)CC2=O)CC1	-27	-20%	0%	7%	83%[activator]	1%	-11%
COc1cccc(Nc2nc(-c3ccccc3)c3cc(C)ccc3n2)c1	-36	14%	4%	15%	x	x	x

Ordered by SMILES length (high to low): part of the list above
SMILES	HCMV antiviral	Sm TGR inh	TbPYK inhibitor	AmpC detergent	AMA1 RON2 block	LmPK inhibitor	AmpC no deterg
COc1ccc(Cl)cc1N(C(=O)c1ccco1)C(C(=O)NC1CCCC1)c1ccco1 (centres undefined)	-6	-3%	-1%	5%	10%	-5%	0%
S=C(NCc1ccc2c(c1)OCO2)NCc1ccc2c(c1)OCO2	-38	-1%	1%	u	-11%	0%	-26%
CCOC(=O)c1sc(NC(=O)C2CCC2)cc1C	-31	-1%	1%	-12%	0%	-7%	-20%[11.4 µM]

Remaining list, next part:
SMILES	HCMV antiviral	Sm TGR inh	TbPYK inhibitor	AmpC detergent	AMA1 RON2 block	LmPK inhibitor	AmpC no deterg
Cc1cc(C)cc(NC(=O)Cn2cc(C(=O)c3ccncc3)c(=O)c3cc(C)c(C)cc32)c1	-34	0%	-1%	15%	x	x	x
O=C1NC(=Nc2ccccc2)/C(=C/c2ccco2)S1	-25	50µM*	1%	u	-23%	2%	-23%
COc1ccc(-c2csc(NC(=O)c3cc(C)on3)c2C#N)cc1OC	65	-1%	-3%	2%	3%	-14%	-11%
O=C(Nc1ccccc1)NC1(C(=O)N2CCN(C(=O)c3ccco3)CC2)CCCCC1	32	-1%	-2%	u	-9%	2%	-27%
COc1ccc2cc(C(N)=O)c(=Nc3ccc(C)cc3)oc2c1	-83*	7%	0%	-12%	9%	10%	-17%
COc1ccc(C2CC(=O)c3c(O)cc(O)cc3O2)c(CC=C(C)C)c1OC (centres undefined)	19	x	4%	x	0%	x	x
OCc1ccccc1N=Cc1cccnc1	-2	1%	-2%	u	-5%	2%	-9%
O=C(c1cc(-c2ccccc2)on1)N1CCN(c2ccccc2)CC1	65	-3%	-5%	u	-3%	5%	-4%
O=C(O)c1ccc(NC(=O)c2cc(S(=O)(=O)N3CCCCC3)c(Cl)cc2Cl)cc1	-5	3%	7%	1%	x	x	x
CC(C)C(=O)Nc1cc(S(=O)(=O)N2CCOCC2)ccc1N1CCCCC1	-5	x	-16%	x	-8%	x	11%
CCOC(=O)Cn1c(-c2ccccn2)nc2ccccc21	-5	1%	-11%	-5%	19%	-2%	-4%
N#CC(=Cc1ccc(-c2ccccc2)cc1)C(=O)c1ccccc1	43	x	-21%	x	-8%	x	x
